ZTA counter = counter-screen for EBNA-1 inhibitors: inhibitors of Epstein-Barr virus ZTA; P03206; ZTA-DNA binding, fluorescence polarization; inhibition, % at 11 µM; hit rate 0.15% among 320,000; in the data active = inhibition above about 33%
EBNA-1 inh = EBNA-1 DNA-binding inhibitors, primary screen, biochemical, fluorescence polarization | hit rate 0.34% among 300,000 | AID 1950, 2009 | inhibition, % at 14.8 µM; in the data active = inhibition above about 28%
procasp7 counter = procaspase-7 activators, primary screen, counter-screen for procaspase-3 activator project, biochemical, absorbance, HTS, human | Caspase-7 (Homo sapiens), P55210 | recombinant procaspase-7, Ac-DEVD-pNA absorbance 405 nm; D23A/D198A/D206A triple mutant, cannot self-cleave; scale: DMSO 0, 5 µM enzyme 100 | activation, % at 8.5 µM | hit rate 0.093% among 330,000 | AID 463210, 2010;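 active = percent activation above the screen-wide mean plus 3 SD, cut at about 25% in these data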
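System: Procaspase-7 triple mutant (PC-7 D3A); measure: % activation from two-timepoint absorbance difference, scaled to controls; times: 1 h compound preincubation, 2 h substrate cleavage, 25 °C; also added: Ac-DEVD-pNA substrate, 400 µM as added; measured by: Epi-absorbance of released pNA at 405 nm, two timepoints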
MEP2 TOR yeast = modulators of MEP2-GFP levels in yeast, primary screen, S. cerevisiae, multiplex flow cytometry, MLPCN library. S. cerevisiae MEP2-GFP strain, 3 h; 100% = DMSO control level. GFP response vs DMSO, % at 10 µM. hit rate 0.51% among 330,000. AID 2016, 2009;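 active = GFP response versus DMSO above a set limit, roughly screen mean plus 3 SD, cut at about 180% in these data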;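 also: median GFP fluorescence of the barcode-gated MEP2-GFP cells per well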
AHR activator = AHR activators, primary screen, cell-based, luminescence, luciferase reporter, human; Aryl hydrocarbon receptor (Homo sapiens), P35869; hit rate 2.5% among 320,000; AID 2796, 2010; AHR-responsive luciferase reporter cells; activation, % at 5 µM; in the data active = activation above about 47%;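 also: 0% = vehicle wells and 100% = reference agonist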
Target sequence (P35869 whole entry, looked up): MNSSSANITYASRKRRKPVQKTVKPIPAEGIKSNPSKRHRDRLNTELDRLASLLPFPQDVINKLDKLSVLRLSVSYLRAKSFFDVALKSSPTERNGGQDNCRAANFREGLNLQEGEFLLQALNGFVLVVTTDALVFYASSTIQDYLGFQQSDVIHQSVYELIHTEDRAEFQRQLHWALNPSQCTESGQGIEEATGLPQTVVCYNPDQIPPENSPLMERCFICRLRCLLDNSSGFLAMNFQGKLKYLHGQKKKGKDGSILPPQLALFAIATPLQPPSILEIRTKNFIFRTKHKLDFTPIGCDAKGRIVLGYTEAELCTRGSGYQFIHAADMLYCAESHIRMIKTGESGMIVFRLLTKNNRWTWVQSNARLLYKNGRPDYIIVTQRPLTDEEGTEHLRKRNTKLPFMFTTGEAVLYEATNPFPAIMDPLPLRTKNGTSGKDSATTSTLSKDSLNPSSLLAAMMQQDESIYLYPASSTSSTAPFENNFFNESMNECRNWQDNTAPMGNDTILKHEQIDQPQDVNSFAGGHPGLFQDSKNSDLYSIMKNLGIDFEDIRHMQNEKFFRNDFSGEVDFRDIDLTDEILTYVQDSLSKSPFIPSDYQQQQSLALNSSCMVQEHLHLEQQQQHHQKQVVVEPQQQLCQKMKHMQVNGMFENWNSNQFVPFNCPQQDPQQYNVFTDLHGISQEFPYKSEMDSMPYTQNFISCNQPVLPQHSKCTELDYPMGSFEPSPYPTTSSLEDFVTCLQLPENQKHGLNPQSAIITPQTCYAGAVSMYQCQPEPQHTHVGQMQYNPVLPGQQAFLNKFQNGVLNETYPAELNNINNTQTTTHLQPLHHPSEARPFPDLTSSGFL
LAP4-GFP MLPCN = modulators of LAP4-GFP expression in yeast, primary screen, S. cerevisiae, multiplex flow cytometry, MLPCN library | 3 h; median GFP as percent of DMSO wells | GFP response vs DMSO, % at 10 µM | hit rate 0.34% among 320,000;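 active = GFP response vs DMSO above a set limit, about the screen mean plus 3 SD, cut at about 150% in these data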
RPL19A TOR yeast = RPL19A-GFP expression modulators in yeast, primary screen, cell-based, S. cerevisiae, multiplex flow cytometry, MLPCN. S. cerevisiae RPL19A-GFP strain, 3 h; active compounds read low. percent response vs DMSO, % at 10 µM. hit rate 0.3% among 330,000. AID 2025, 2009;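 active = percent response vs DMSO below 50%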;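 also: median channel GFP fluorescence of the barcoded RPL19A-GFP strain; ratio of sample median GFP to plate DMSO average so 100% = DMSO; lower means less RPL19A-GFP as with rapamycin TOR inhibition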
procasp3 activ = activators of human procaspase-3 D3A mutant, primary screen, biochemical, absorbance, PC-3 D3A mutant, single concentration. recombinant procaspase-3 D3A, Ac-DEVD-pNA absorbance 405 nm. activation, % at 8.5 µM. hit rate 0.11% among 330,000. AID 463141, 2010;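 active = activation above the mean of all tested compounds plus 3 SD, cut at about 21% in these data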;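 also: 0% = DMSO alone and 100% = DMSO wells spiked with extra 5 µM PC-3 D3A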
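Assay system: Autoprocessing-dead procaspase-3 D3A mutant enzyme; also added: Ac-DEVD-pNA; doses: one concentration, 8.5 µM nominal, 0.8% DMSO; times: 1 h compound preincubation, 2 h substrate hydrolysis at 25 °C; technique: 405 nm absorbance of p-nitroaniline, reads at 0 and 120 min; measure: % activation between DMSO and enzyme-spiked controls; repeats: single replicate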
* marks the source's active call; other numbers are inactive results; · = no result given; [ ] = remark or other dose.

SMILES | ZTA counter | EBNA-1 inh | procasp7 counter | MEP2 TOR yeast | AHR activator | LAP4-GFP MLPCN | RPL19A TOR yeast | procasp3 activ
Cc1ccc(C(c2sc3nc(C)nn3c2O)N2CCN(CCO)CC2)cc1 (stereo not given) | -2.9 | -2.0 | 0.9 | 101.7 | 2.0 | 104.6 | 100.0 | 4.2
CC(C)C(=O)Nc1ccc2c(c1)nc(CCN1CCN(C)CC1)n2C | -1.9 | -2.5 | -8.1 | 105.1 | -3.4 | 105.8 | 100.5 | 3.3
Cc1cc(S(=O)(=O)NC2CCCCC2)ccc1OCC(=O)NCc1cccnc1 | -6.2 | 2.3 | 3.4 | 104.2 | -0.6 | 100.2 | 103.5 | 5.6
COc1ccc(-c2nnc(NC(=O)c3c(OC)cccc3OC)s2)cc1 | 3.2 | 4.0 | -4.9 | 105.8 | 19.9 | 98.0 | 104.7 | 8.0
COc1cc(Cl)ccc1S(=O)(=O)n1nc(C)cc1C | -11.2 | 6.9 | 3.2 | 103.4 | -0.5 | 107.9 | 101.6 | 5.8
Cc1ccc2oc(=O)c3cnn(CC(=O)N4CCN(c5ccccc5)CC4)c3c2c1 | -3.3 | -8.8 | -4.7 | 97.3 | -3.1 | 111.2 | 104.8 | -1.7
O=C(NNC(=S)NCc1ccccc1)c1ccc2c(c1)OCO2 | -0.1 | 4.8 | 8.6 | 94.9 | 2.1 | 82.8 | 98.2 | -2.5
CCOc1ccc(C(C)=O)cc1CC(C(N)=O)C(N)=O | 6.9 | -0.6 | 1.2 | 98.3 | -1.3 | 102.8 | 96.7 | -7.1
COC(=O)[C@@]1(Cc2ccc(OC)cc2)[C@H]2c3cc(C(=O)N(C)C)n(C[C@H](O)CO)c3C[C@H]2CN1C(=O)c1ccccc1 | 5.6 | -12.1 | 4.1 | 95.5 | 3.2 | 118.8 | 103.4 | -1.7
CCCCC(=O)Nc1ccc(C(=O)N2CCN(C)CC2)cc1 | 12.0 | 3.5 | 0.2 | 101.0 | -2.1 | 110.1 | 100.1 | -0.3
Cn1cc(/C=C2\SC(=S)N(NC(=O)c3ccccc3)C2=O)c2ccccc21 | 13.7 | 12.2 | -10.7 | 106.7 | 21.1 | 101.5 | 101.3 | 2.3
OC1(c2cccc(C(F)(F)F)c2)CCN(Cc2nnnn2CCc2ccccc2)CC1 | -9.9 | -0.7 | 12.4 | 110.5 | 6.5 | 101.5 | 97.3 | -5.0
CCN=C1S/C(=C/c2ccc(-c3ccc(F)cc3)o2)C(=O)N1CC | 3.0 | -7.6 | -36.8 | 114.0 | 23.8 | 148.2 | 105.5 | -36.8
CC(=O)c1cccc(NC(=O)C2=CN3CCS(=O)(=O)N=C3C=C2)c1 | 3.8 | · | -1.9 | 106.2 | 0.5 | 115.1 | 105.7 | 4.7
CC(=O)N/C(=C\c1ccccc1)C(=O)OC(C)C(=O)Nc1ccccc1F (stereo not given) | 4.2 | · | -10.4 | 93.1 | 1.9 | 93.3 | 93.0 | -4.5

Entries of single compounds as entered above.
Record of COC(=O)[C@@]1(Cc2ccc(OC)cc2)[C@H]2c3cc(C(=O)N(C)C)n(C[C@H](O)CO)c3C[C@H]2CN1C(=O)c1ccccc1 : ZTA counter = 5.6; EBNA-1 inh = -12.1; procasp7 counter = 4.1; MEP2 TOR yeast = 95.5; AHR activator = 3.2; LAP4-GFP MLPCN = 118.8; RPL19A TOR yeast = 103.4; procasp3 activ = -1.7
Record of COc1cc(Cl)ccc1S(=O)(=O)n1nc(C)cc1C : ZTA counter = -11.2; EBNA-1 inh = 6.9; procasp7 counter = 3.2; MEP2 TOR yeast = 103.4; AHR activator = -0.5; LAP4-GFP MLPCN = 107.9; RPL19A TOR yeast = 101.6; procasp3 activ = 5.8

Further records follow.
SMILES | ZTA counter | EBNA-1 inh | procasp7 counter | MEP2 TOR yeast | AHR activator | LAP4-GFP MLPCN | RPL19A TOR yeast | procasp3 activ
C[N+]1(C2CCC3CCCC2C3O)CCCCC1 (stereo not given) | 6.7 | 6.2 | -3.9 | 100.2 | 0.5 | 93.1 | 102.4 | -5.1
CCNC(=O)COC(=O)c1sccc1C | -20.5 | -8.3 | 5.9 | 92.5 | -0.2 | 92.7 | 98.7 | 9.3
Cc1ccc(OCC(=O)NC(C)c2ccccc2)c([N+](=O)[O-])n1 (stereo not given) | -5.7 | -1.4 | 2.4 | 97.4 | 2.3 | 96.3 | 92.8 | 6.4
C#CC[N+]1(CC#Cc2ccc(C)cc2)CCCCC1 | -6.5 | -1.9 | -7.0 | 107.1 | -1.7 | 96.3 | 105.3 | 0.0
Cc1c(OCC(=O)NCc2ccccn2)ccc2c(-c3ccccc3)cc(=O)oc12 | 0.9 | 12.9 | 14.4 | 94.1 | 3.4 | 101.4 | 96.0 | 3.3
COc1ccc(S(=O)(=O)N2CCC(C(=O)NC3(C)CCS(=O)(=O)C3)CC2)cc1OC (stereo not given) | 4.0 | -5.5 | 3.8 | 89.2 | -2.1 | 102.4 | 89.1 | -2.7
CC(C)OCCCn1c(-c2ccco2)nc2nc3ccccc3nc21 | -19.4 | -0.5 | -11.0 | 106.3 | 10.8 | 112.7 | 104.9 | -6.4
COc1ccc(-n2c(-c3ccc(Br)cc3)c[n+]3c2CCCCC3)cc1 | -3.4 | 3.3 | -0.8 | 96.5 | -3.4 | 92.8 | 100.8 | 10.1
CCCOc1ccc(/C=N/NC(=O)C2CC2)c(OCCC)c1 | -1.6 | -8.1 | -6.1 | 102.9 | 24.6 | 86.8 | 101.1 | 0.2
Cc1ccccc1CCN1CCCC(CN(C)C(=O)C(=O)c2ccco2)C1 (stereo not given) | 2.1 | 1.7 | -5.0 | 104.7 | -0.6 | 87.3 | 104.6 | -4.7
CC(C)CC(=O)Nc1c2c(nn1-c1cccc(Cl)c1)CS(=O)(=O)C2 | 9.6 | 7.4 | 11.7 | 93.4[may fluoresce violet] | -0.8 | 86.3[may fluoresce violet] | 95.5[may fluoresce violet] | 3.5
NC(=O)NC(=O)CN1C(=O)NC2(CCOc3ccccc32)C1=O (stereo not given) | -0.4 | 4.1 | 6.2 | 103.7 | -1.5 | 98.7 | 104.6 | 4.3
Cc1nn(-c2ccccc2)c(C)c1N | 4.8 | 3.8 | -8.5 | 96.4 | -0.9 | 96.0 | 98.9 | 12.4
O=[N+]([O-])c1ccc(-c2ccc(/C=N/Nc3nc(NCc4ccccc4)nc(N4CCOCC4)n3)o2)cc1 | 6.6 | 6.5 | 3.9 | 99.4 | 3.9 | 93.0 | 106.3 | 2.7
Cc1[nH]c2ccccc2c1C(=O)C(=O)N1CCN(C)CC1 | -7.0 | 2.9 | 7.1 | 97.7 | 1.5 | 113.0 | 109.1 | -2.7

Entries above that have an aryl methoxy group (5):
SMILES | ZTA counter | EBNA-1 inh | procasp7 counter | MEP2 TOR yeast | AHR activator | LAP4-GFP MLPCN | RPL19A TOR yeast | procasp3 activ
COc1ccc(-c2nnc(NC(=O)c3c(OC)cccc3OC)s2)cc1 | 3.2 | 4.0 | -4.9 | 105.8 | 19.9 | 98.0 | 104.7 | 8.0
COc1cc(Cl)ccc1S(=O)(=O)n1nc(C)cc1C | -11.2 | 6.9 | 3.2 | 103.4 | -0.5 | 107.9 | 101.6 | 5.8
COC(=O)[C@@]1(Cc2ccc(OC)cc2)[C@H]2c3cc(C(=O)N(C)C)n(C[C@H](O)CO)c3C[C@H]2CN1C(=O)c1ccccc1 | 5.6 | -12.1 | 4.1 | 95.5 | 3.2 | 118.8 | 103.4 | -1.7
COc1ccc(S(=O)(=O)N2CCC(C(=O)NC3(C)CCS(=O)(=O)C3)CC2)cc1OC (stereo not given) | 4.0 | -5.5 | 3.8 | 89.2 | -2.1 | 102.4 | 89.1 | -2.7
COc1ccc(-n2c(-c3ccc(Br)cc3)c[n+]3c2CCCCC3)cc1 | -3.4 | 3.3 | -0.8 | 96.5 | -3.4 | 92.8 | 100.8 | 10.1

Screens from PubChem BioAssay.
